Bioassay records: PubChem, National Center for Advancing Translational Sciences (NCATS)
KDM5B inhibitor: inhibitors of human KDM5B histone demethylase; Q9UGL1; KDM5B demethylase, FDH-coupled NADH fluorescence (FDH is formaldehyde dehydrogenase); Potency, µM (highest dose often 57.7 µM), without a hit: at the highest dose activity change, negative = inhibition, most hits filed as inhibitors; hit rate 2.6% among 220,000; AID 1347165; active means well fitted inhibition curve with a large enough effect; inconclusive means small, poorly fitted or top-dose-only effect; inactive means no such curve, though single readings can be large or run the other way; further: 0% is about no effect; nearly all actives have a fitted effect of over 70% in size
Target sequence (Q9UGL1 whole entry, looked up): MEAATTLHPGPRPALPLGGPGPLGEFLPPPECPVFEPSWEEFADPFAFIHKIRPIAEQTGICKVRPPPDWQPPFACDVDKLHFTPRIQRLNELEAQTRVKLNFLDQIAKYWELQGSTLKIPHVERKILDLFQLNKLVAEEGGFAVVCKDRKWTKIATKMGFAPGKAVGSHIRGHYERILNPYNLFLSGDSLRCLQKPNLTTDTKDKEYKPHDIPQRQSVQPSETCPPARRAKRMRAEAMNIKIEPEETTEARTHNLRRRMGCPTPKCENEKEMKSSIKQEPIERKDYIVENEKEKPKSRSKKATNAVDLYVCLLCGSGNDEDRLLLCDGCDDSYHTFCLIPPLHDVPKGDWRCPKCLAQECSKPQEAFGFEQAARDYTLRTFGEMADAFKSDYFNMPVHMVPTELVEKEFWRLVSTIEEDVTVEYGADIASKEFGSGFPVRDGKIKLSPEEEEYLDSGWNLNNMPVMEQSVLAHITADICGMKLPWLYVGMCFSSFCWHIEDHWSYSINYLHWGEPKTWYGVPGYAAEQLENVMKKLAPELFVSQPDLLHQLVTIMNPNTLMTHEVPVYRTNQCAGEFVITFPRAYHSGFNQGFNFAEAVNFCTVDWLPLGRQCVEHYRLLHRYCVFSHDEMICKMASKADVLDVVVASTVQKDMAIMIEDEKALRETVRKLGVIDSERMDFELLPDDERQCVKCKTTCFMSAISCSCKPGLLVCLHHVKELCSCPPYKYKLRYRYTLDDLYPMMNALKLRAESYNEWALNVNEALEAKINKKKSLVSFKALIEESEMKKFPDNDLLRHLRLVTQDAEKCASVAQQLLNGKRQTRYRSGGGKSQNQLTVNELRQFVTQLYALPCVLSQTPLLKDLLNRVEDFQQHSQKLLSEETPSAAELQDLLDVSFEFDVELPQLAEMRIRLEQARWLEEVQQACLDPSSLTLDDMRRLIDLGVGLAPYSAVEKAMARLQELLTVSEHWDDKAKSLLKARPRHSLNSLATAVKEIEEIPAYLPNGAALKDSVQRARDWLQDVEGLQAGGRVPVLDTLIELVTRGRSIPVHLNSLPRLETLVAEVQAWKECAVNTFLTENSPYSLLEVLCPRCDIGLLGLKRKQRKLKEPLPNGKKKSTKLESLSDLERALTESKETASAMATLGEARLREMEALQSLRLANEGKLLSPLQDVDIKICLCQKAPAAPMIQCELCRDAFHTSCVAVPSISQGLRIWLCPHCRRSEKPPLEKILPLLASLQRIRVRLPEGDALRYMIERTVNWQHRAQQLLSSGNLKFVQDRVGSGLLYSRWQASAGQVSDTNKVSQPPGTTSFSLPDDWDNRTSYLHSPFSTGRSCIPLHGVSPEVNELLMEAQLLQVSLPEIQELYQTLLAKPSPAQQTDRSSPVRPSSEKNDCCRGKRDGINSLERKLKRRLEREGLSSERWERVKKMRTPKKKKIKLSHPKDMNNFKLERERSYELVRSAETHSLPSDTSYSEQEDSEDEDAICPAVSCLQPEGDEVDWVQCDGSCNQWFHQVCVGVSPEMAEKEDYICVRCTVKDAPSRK
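Measured: NADH fluorescence change, 30 min, RT. System: KDM5BΔAP 200 nM final, H3K4me3 peptide, α-KG, Fe(II), ascorbate, NAD⁺ plus FDH, pH 7.5 HEPES. Compounds: titrated, 10 min pre-incubation with enzyme.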
* hit, by the source's call; ? = inconclusive; & = joins results of further samples; [ ] = dose if it differs, or a comment. Potency means the concentration at half of the fitted maximal effect. Only part of the results is shown (hit frequency here may not be typical).

Molecule	KDM5B inhibitor
O=C1CC(c2ccccc2)N(C(=O)CNS(=O)(=O)Cc2ccccc2)CCCCCN1 (stereo not given)	9%
COCC(=O)N1CC[C@H]2COC(=O)N2c2cc(F)ccc2C1	-12%[86.2 µM]
CCN(C(=O)Cc1noc2ccccc12)c1ccc(OC)cc1	5%
O=C(O)c1cccc(C(=O)N2C[C@@H]3C[C@H](C2)c2ccc(NC(=O)c4cccs4)c(=O)n2C3)c1	?
CC(=O)c1cccc(NC(=O)c2c(-c3ccccc3Cl)noc2C)c1	24%
Cc1ccccc1NC(=O)N1CCc2cc(S(=O)(=O)N3CCC(C)CC3)ccc21	22%&3%
Cc1csc2nc(-c3ccc(NS(=O)(=O)c4cc(F)ccc4F)cc3)cn12	?
CC(Oc1ccccc1)C(=O)N1CCN=C1SCc1cccc(F)c1 (stereo not given)	3%
COCc1cc(=O)n(CC(=O)Nc2cccc(F)c2)c(N2CCOCC2)n1	-21%
O=C(CN1C(=O)c2ccc(Br)cc2C1=O)NCC1CCCO1 (stereo not given)	7%
CC(=O)N1Cc2ccccc2CC2(CCCN2Cc2ccccc2)C1 (stereo not given)	-1%[149 µM]
O=C(c1ccccc1C(F)(F)F)N1C[C@@H](CO)[C@H](c2ccccn2)C1	-10%
C=CCN(CC#CCN(C)C(=O)c1cccn1C(=O)OC(C)(C)C)Cc1ccc(OC)cc1OC	22%
Cc1nc2ccn(Cc3cccnc3)c(=O)c2cc1C(=O)NCc1ccc(Cl)cc1	?
Cc1c(NC(=O)c2cc([N+](=O)[O-])ccc2N2CCOCC2)cccc1-c1nc2ccccc2o1	4%
CC(=O)N(OCc1ccc(OC(C)C)c(Cl)c1)C(C)=O	33%
CC1(C)Cc2ccccc2-c2nnc(-c3ccco3)n21	-15%
CCc1noc(-c2cn(C3CCN(C(=O)c4ccc[nH]4)CC3)nn2)n1	-12%
O=C(C1CC1)N1CCc2nc(C3CC3)nc(-c3ccc(Cl)cc3)c2C1	-22%
COc1ccc(C(O)(CCN2CCOCC2)c2ccccc2)cc1 (stereo not given)	14%
CN1CCN(C(=O)CCn2c(-c3ccccc3)cc3ccccc32)CC1	?
Cc1cn2nc(C(=O)NCCCc3ccccc3)cc2c(N2CCSCC2)n1	?
CCCNC(=O)NCc1cccn1Cc1cc(C)ccc1C	?
O=C1CO[C@H]2CCN(Cc3ccccc3Cl)CC[C@@H]2N1c1ccccc1	-18%[86.2 µM]
O=C(CSc1nnc(NC(=O)c2c(F)cccc2F)s1)Nc1ccccc1F	-6%
O=C(C1CCCC1)N1CC2(CCN(CC3CC3)CC2)Cc2ccccc21	?
O=C(CN1C2=NCCN2c2ccccc21)c1ccc(Br)cc1	-16%
COc1ccc(-c2noc([C@@H]3CCCN3C(=O)c3cccc(C)c3)n2)cc1	20%
CC(C)NC(=O)c1cc(=O)[nH]c2ccc(S(=O)(=O)Nc3ccc(F)cc3)cc12	9%
COc1cccc(C(=O)Nc2ccc3nc(SCC(=O)N(C)c4ccccc4)sc3c2)c1	?
CC(=O)c1ccc(NC(=O)CC2Sc3ccccc3NC2=O)cc1 (stereo not given)	5%
O=C(CCc1nc(C2CCOC2)no1)NC1CCCCCCC1 (stereo not given)	16%
CCC(C)NC(=O)CN1CN(c2ccccc2)C2(CCN(C(=O)c3cccc(OC)c3)CC2)C1=O (stereo not given)	13%
O=C(CSc1cccc2cccnc12)NNC(=O)C(c1ccccc1)c1ccccc1	102%[activator]
CCN1CCN(CCNC(=O)CN2CCCc3nc(C4CC4)ncc3C2=O)CC1	9%
CCCC(CCC)C(=O)NC1CC(=O)N(c2ccc3c(c2)OCCO3)C1 (stereo not given)	-29%
O=C(C1CCC(CNS(=O)(=O)c2cccs2)CC1)N1CCN(c2ccc(Cl)cc2)CC1 (stereo not given)	?
COc1ccc(CN2C(=O)[C@@H]3C[C@@H](CN3C3COC3)Oc3ccccc32)cc1	-16%[86.2 µM]
Cc1ccc(CC(=O)NC2(C)CCCc3ccccc32)cc1 (stereo not given)	19%
Cc1cc(CNC(=O)c2cc(-c3cccnc3)cc3c2OCCN3C)no1	?
COCCc1nn2c(=O)cc(COC(=O)c3ccco3)nc2s1	2%
Cn1c(=O)[nH]c(=O)c2c1nc(Sc1ncccn1)n2CCc1ccccc1	7%
CSc1nc(-c2ccc(C)cc2)c(C#N)c(N2CCN(C)CC2)n1	-9%
CN(C)c1ccc(C(=O)C(=O)c2ccccc2)cc1	-7%
CCN1CCN(CC(=O)Nc2ccc(C(C)=O)cc2)CC1	?
O=C(Nc1ccccc1C(F)(F)F)c1ncoc1-c1ccco1	-5%&-7%
COc1ccc(NC(=O)CSc2cn[nH]n2)cc1	11%
COc1ccc(C(=O)N2CCC3(CC2)NCCc2c3[nH]c3ccccc23)cn1	8%
Fc1ccc(OCc2noc(-c3ccco3)n2)c(Br)c1	32%[activator]
COC(=O)c1ccc(CCNC(=O)C2CC2)cc1	19%
O=C(Cn1ccc2ccccc21)Nc1ccc2c(c1)OCCO2	-24%
COc1cc(NC(=O)COc2cc(C)cc3oc(=O)c(C)c(C)c23)cc(OC)c1OC	-4%
CC(C)(C)NCc1ccc(-c2ccccc2)o1	-7%
Cc1cc(-c2ccc(C)c(S(=O)(=O)N3CCC(C)CC3)c2)on1	?
O=C(c1cccc(-c2cccc(-n3cnnc3)c2)c1)N1CCCCC1	4%
O=C(/C=C/c1ccco1)N(Cc1ccccc1)C1CCS(=O)(=O)C1 (stereo not given)	-27%

The listing continues.
Molecule	KDM5B inhibitor
CC1=C[C@@H](CNS(=O)(=O)c2cccs2)[C@H](C(C)C)C[C@H]1CC(=O)NCCN1CCOCC1	-16%
O=C(CSc1oc(-c2ccccc2)nc1S(=O)(=O)c1ccc(Br)cc1)NC1CCCCC1	-16%
S=C1NC(c2cccs2)=CC(c2ccc(Br)cc2)N1 (stereo not given)	?
Cc1cc(C2CCCN2Cc2coc(-c3cccc(Cl)c3)n2)on1 (stereo not given)	10%
O=C(c1ccccc1OCC1CCCN(Cc2ccsc2)C1)N1CCCC1 (stereo not given)	-18%
Cc1cccc(CC(=O)N2CCCn3cc(-c4cccc(C#N)c4)nc32)c1	?
CCc1ccc(CN2CCC3(CC2)CN(C(C)=O)CC3COC)cc1 (stereo not given)	-10%
CCOc1ccc(CNC(=O)c2oc3c(c2C)-c2nn(Cc4cccc(Cl)c4)cc2CC3)cc1	?
Cc1ccccc1-c1nc2ccc(Cl)cc2c(=O)o1	20%
O=C(COc1ccc(F)cc1)N1CC(c2noc(COc3ccccc3)n2)C1	-9%
CC(=O)N1CCc2c(sc3c2c(=O)n(CCc2ccccc2)c(=O)n3Cc2cccc(C)c2)C1	-8%
Fc1ccccc1N1CCN(Cc2nnc(-c3ccc4c(c3)OCO4)o2)CC1	1%
CCn1c(=O)n(CC)c2cc(Sc3ccccc3)c(NC(=O)c3ccccc3)cc21	-22%
Cc1ccc(C2=NC3(CCN(C(=O)c4ccccc4C)CC3)ON2)cc1	-13%
N#Cc1ccc(F)c(COC(=O)c2ccc(N3CCOCC3)nc2)c1	?
CCNc1ccc2c(cc1=O)[C@@H](NC(C)=O)CCc1cc(OC)c(OC)c(OC)c1-2	-12%

4 of these compounds in a different format:
O=C(COc1ccc(F)cc1)N1CC(c2noc(COc3ccccc3)n2)C1
  KDM5B inhibitor: -9%
N#Cc1ccc(F)c(COC(=O)c2ccc(N3CCOCC3)nc2)c1
  KDM5B inhibitor: ?
CCn1c(=O)n(CC)c2cc(Sc3ccccc3)c(NC(=O)c3ccccc3)cc21
  KDM5B inhibitor: -22%
Cc1ccc(C2=NC3(CCN(C(=O)c4ccccc4C)CC3)ON2)cc1
  KDM5B inhibitor: -13%

The listing continues.
structure | KDM5B inhibitor
COCCC(=O)N1CCC(N2CC3CC(C2)[C@H]2CCCC(=O)N2C3)CC1 (stereo not given in full) | ?
Cc1nn(-c2ccc(F)cc2)c2nc(N)c(C#N)c(-c3ccc(O)c(O)c3)c12 | ?
O=C1COC[C@H]([C@H](O)c2ccc(NC(=O)c3ccnc(Cl)c3)cc2)N1 | -7%[86.2 µM]
Cc1ccc(NC(=O)c2cc(-c3ccc(C)o3)nc3ccccc23)cc1 | ?
CCN(Cc1ccccc1)C(=O)CC1CCCN(c2cnn(CC)c(=O)c2)C1 (stereo not given) | 1%
COc1ccccc1NC(=O)C(C)OC(=O)c1ccsc1 (stereo not given) | 11%
COc1ccccc1NC(=O)Nc1nc(CC(=O)NC2CCCCCC2)cs1 | 15%
CCc1nc2ccccc2c(C(=O)OCC(=O)NC(C)C(C)C)c1C (stereo not given) | 13%
Cc1ccc(-c2nonc2NC(=O)c2cccs2)cc1 | 9%
COc1ccc(/C=C/C(=O)OCc2nc3ccccc3c(=O)[nH]2)c(OC)c1 | ?
CCc1nc2c(c(-c3ccc(Cl)cc3)n1)CCN(Cc1ccns1)CC2 | ?
O=C(Nc1ccc(Cl)cc1)C1CCN(C(=O)c2cccs2)CC1 | 21%
Clc1ccccc1-c1noc(-c2cccc(Br)c2)n1 | -14%
Fc1ccc(CN2CC[C@H](c3nnc(-c4ccc(Cl)cc4)o3)C2)cc1 | ?
CC1(C(=O)NCc2cnccn2)CCc2cnc(NCc3ccccc3)nc21 (stereo not given) | ?
COC(=O)c1cc2c(cc1NC(=O)c1cnn(-c3ccccc3)c1-n1cccc1)OCO2 | -13%
Cc1ccc(C(NC(=O)c2ccccc2Cl)C(Cl)(Cl)Cl)cc1 (stereo not given) | 3%
CCOC(=O)/C(C#N)=N/Nc1c(S(=O)(=O)Cc2ccco2)csc1C(=O)OC | 23%
CCc1cccc(CC)c1NS(=O)(=O)c1ccc2c(c1)CCN2C(=O)C1CC1 | 6%
CC(=O)c1cccc(N(CC(=O)NC2CCCC2)C(=O)c2csnn2)c1 | -6%
c1ccc(CSc2nc3ccccc3s2)cc1 | 6%
CCCC(C)NC(=O)c1ccc(OC)c(S(=O)(=O)NCC)c1 (stereo not given) | -17%
Cc1cc(S(=O)(=O)Nc2cccc(-c3ccc(N4CCOCC4)nn3)c2)c(C)cc1Cl | -7%
O=C(NC1CC1)c1ccc2c(c1)OCCCO2 | 12%
Cc1c(C(=O)Nc2ccc(NC(=O)CC(C)C)cc2)cnn1-c1ccccc1F | 17%
COC(=O)c1cc(-c2ccc(OC)cc2OC)nc2ccccc12 | ?
COc1cccc(NC(=O)CSc2nnc(C3CCCCC3)n2-n2cccc2)c1 | 0%
O=C1NC2(CCN(CC3CCCC3)CC2)Oc2ccccc21 | 5%[86.2 µM]
O=C(Nc1nnc(-c2ccc(Cl)cc2)o1)C1CCN(S(=O)(=O)c2ccc3ccccc3c2)CC1 | 5%
COc1ccc(N2C(=O)C(C)(C)CS2(=O)=O)cc1S(=O)(=O)NCCc1ccccc1F | -9%

Quoted at random: two compounds from above
structure | KDM5B inhibitor
CCCC(C)NC(=O)c1ccc(OC)c(S(=O)(=O)NCC)c1 (stereo not given) | -17%
c1ccc(CSc2nc3ccccc3s2)cc1 | 6%

Next section.
structure | KDM5B inhibitor
O=S(=O)(c1ccc(C(F)(F)F)cc1)N1CCN(Cc2nc3ccccc3o2)CC1 | 18%
CCOC(=O)c1sc(NC(=O)C2CC(=O)N(c3ccccc3OC)C2)nc1C (stereo not given) | 35%
N#Cc1cccc(NC(=O)c2ccc3c(c2)N(Cc2cccc(Cl)c2)C(=O)c2ccccc2S3(=O)=O)c1 | 0%
CCn1cnc2c1c(=O)n(CC(=O)Nc1ccc(OC(F)F)cc1)c(=O)n2Cc1ccccc1 | 17%
COc1cccc(Cn2cc(C(=O)c3ccc(Cl)cc3)c(=O)c3ccccc32)c1 | -13%
Cc1ccc2nc(NC(=O)COc3ccc(F)cc3)sc2c1 | -22%
CC(Oc1ccc(Br)cc1)C(=O)N1CCN(c2nccs2)CC1 (stereo not given) | -3%
CN(C)CCOc1cccc(N)c1 | 1%
CC(C)(C)c1ccc(C(=O)Nc2nc3c(s2)C[C@@H]2[C@](C)(CO)[C@H](O)CC[C@@]2(C)[C@@H]3CC(=O)N2CCC(C(N)=O)CC2)cc1 | -14%
COc1cccc(C(=O)/C=C/c2ccc(Br)cc2)c1 | ?
CCc1ccccc1NC(=O)CSc1nnc(-c2ccc(OC)cc2)s1 | -4%
COc1ccc(S(=O)(=O)N2CCC(C)(C(=O)O)CC2)cc1 | 9%[149 µM]
Cc1ccc(-n2ncc3c(NCc4ccccc4)ncnc32)cc1C | ?
CCCNc1c(NC(=O)Nc2cc(C)cc(C)c2)c(=O)oc2ccccc12 | -4%
COC[C@@H]1CN(C(=O)COc2ccccc2)C[C@H]1C(N)=O | -11%
Cc1ccc(S(=O)(=O)N(C)c2ccc(C(=O)Nc3cccc(C)n3)cc2)cc1 | ?
CC(C)(C)C1CCC(C(=O)NCCc2c[nH]c3ccccc23)CC1 (stereo not given) | -24%
O=C(C1CC1)N1CCC(N2CC(OCC3CC3)C23CCOCC3)CC1 (stereo not given) | 11%
COC(=O)C[C@H]1CN(C(=O)OC(C)(C)C)CCN1 | 15%[149 µM]
CC(C)CCNC(=O)c1ccc(-n2cnc3cccnc32)cc1 | 24%
CC(C)(C)NC(=O)N1CCCOCCNC(=O)[C@@H]2CCC[C@@H]21 | 20%
CCOCC(=O)N1[C@@H]2CC[C@H]1CC(NC(=O)c1cnc(C)cn1)C2 (stereo not given in full) | 13%
COc1ccc(NC(=O)c2cccc3c2CCN3C(=O)c2ccc(F)cc2)c(OC)c1 | ?
Cn1c(=O)c2c(nc(NCc3cccs3)n2Cc2ccc(F)cc2)n(C)c1=O | 13%
